PAFAH1B3 inh = inhibitors of human PAFAH1B3 | Q15102 | recombinant PAFAH1B3, FP-rhodamine probe, fluorescence polarization | inhibition, % at 3.39 µM | hit rate 0.28% among 340,000 | AID 492972;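 active = inhibition above the screen-wide average of all tested compounds plus 3 SD, cut at about 25% in these data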;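 note: 0% = enzyme with DMSO only and 100% = wells lacking PAFAH1B3 protein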
Target sequence (Q15102 whole entry, looked up): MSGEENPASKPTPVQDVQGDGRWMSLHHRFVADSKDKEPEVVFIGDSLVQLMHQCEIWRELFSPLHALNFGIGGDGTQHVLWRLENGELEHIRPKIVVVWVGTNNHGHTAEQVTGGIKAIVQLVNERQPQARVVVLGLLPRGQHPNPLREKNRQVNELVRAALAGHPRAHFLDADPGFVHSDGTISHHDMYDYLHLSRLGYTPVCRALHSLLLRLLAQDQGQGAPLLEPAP
PAFAH1B2 inh = blocks human PAF acetylhydrolase 1b catalytic subunit 2; P68402; hit rate 1.2% among 340,000; recombinant PAFAH1B2, FP-rhodamine activity probe, fluorescence polarization; AID 492953; inhibition, % at 3.39 µM;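 active = inhibition above the mean of all tested compounds plus 3 SD, cut at about 24% in these data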;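 note: 0% = enzyme with DMSO and 100% = wells lacking PAFAH1B2; many of its hits are not listed in these tables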
Target sequence (P68402 whole entry, looked up): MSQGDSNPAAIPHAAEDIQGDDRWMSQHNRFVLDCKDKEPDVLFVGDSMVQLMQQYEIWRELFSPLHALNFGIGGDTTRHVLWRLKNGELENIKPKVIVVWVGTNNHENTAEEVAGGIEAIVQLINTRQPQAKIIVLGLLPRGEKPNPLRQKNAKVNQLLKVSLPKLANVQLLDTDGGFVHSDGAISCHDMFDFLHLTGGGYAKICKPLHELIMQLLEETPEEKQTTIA
PAFAH2 inh = inhibitors of human PAFAH2 | Q99487 | recombinant PAFAH2, FP-rhodamine activity probe, fluorescence polarization | inhibition, % at 3.39 µM | hit rate 0.99% among 340,000 | AID 492956;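 active = inhibition above the mean over all tested compounds plus 3 SD, cut at about 30% in these data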;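 note: inhibitors block probe labeling of enzyme so polarization drops; 0% = enzyme with DMSO and 100% = wells lacking PAFAH2 protein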
Starred values were filed as active, the others as inactive.

SMILES	PAFAH1B3 inh	PAFAH1B2 inh	PAFAH2 inh
Cc1cc(N2CCOCC2)n2ncc(-c3ccccc3Cl)c2n1	-7.7	-1.3	5.6
O=C1NN(c2ccccc2)C(=O)/C1=C/c1ccc(-c2ccc(Cl)c(C(=O)O)c2)o1	22.9	6.8	16.5
CC(C)CCCCCCCCCCCCC(=O)NCC(=O)NC1C(O)C(O)C(Nc2ncnc3nc[nH]c23)OC1C(O)CO (stereo not drawn)	2.5	-4.4	-4.9
O=C(COC(=O)Cc1cccc(F)c1)NC(=O)NC1CCCCC1	-1.6	4.5	-2.0
O=S(=O)(Nc1ccc2ccccc2c1)N1CCCCC1	6.3	8.6	-2.4
CC(=O)NC(=S)NNC(=O)COc1ccc(Br)cc1	8.1	3.5	0.1
O=C1NC(=O)N(C2CCCCC2)CC1Br (stereo not drawn)	4.6	0.3	-4.6
CCOC(=O)C1=C(c2ccccc2)NC(=O)NC1c1ccsc1 (stereo not drawn)	6.4	1.3	7.4
O=C(NCc1ccc(OC(F)(F)F)cc1)C1CCC(=O)N(C2CC2)C1 (stereo not drawn)	0.7	0.1	3.1
COc1ccccc1N(C(=O)c1snc(C(N)=O)c1N)C(C(=O)NCc1ccccc1)c1ccc(O)cc1 (stereo not drawn)	1.1	1.0	12.3
CC(C)C[C@H]1CNC(=O)C(=O)N1CC1CCN(CCc2ccc(-c3ccccc3)cc2)CC1	5.1	-3.9	-0.6
O=C(O)c1cccc(S(=O)(=O)N2CCN(c3ccccn3)CC2)c1	-0.5	4.9	3.9
COCC(=O)Nc1nc2n(n1)C(c1ccc(OC)cc1)CC(c1ccc(OC)cc1)N2 (stereo not drawn)	2.8	1.6	-1.1
COc1ccc(C2=Nc3ccccc3C2(O)CCN2C(=O)c3ccccc3C2=O)cc1 (stereo not drawn)	4.1	8.4	4.2
CC(=NNC(=S)N1CCN(c2ccccn2)CC1)c1nccs1	3.1	2.3	4.4
COc1ccc(S(=O)(=O)N2CCOCC2)cc1C(=O)Nc1ccc(N2CCCCCC2)cc1	7.1	2.0	-5.0
Cc1cc(C2=NNC(=NCc3ccccc3)SC2)c(C)n1-c1c(C)n(C)n(-c2ccccc2)c1=O	5.4	-1.0	22.3
CN(C(=O)c1cccc(NC(=O)Cc2ccc(NC(=O)C3CCCN(C(=O)C4CC4)C3)cc2)c1)C1CCCCC1 (stereo not drawn)	-3.2	1.2	2.9
CC(C)(C)OC(=O)N1CCCC(C(=O)Nc2cccc(C(=O)N3CCOCC3)c2)C1 (stereo not drawn)	0.6	0.0	0.1
O=S(=O)(Nc1cccc(S(=O)(=O)N2CCCC2)c1)c1ccc(F)cc1	8.9	-0.5	8.8
Cc1ccc2c(c1)C(c1ccccc1)N(C(=O)c1ccc(Br)cc1)CC(=O)N2 (stereo not drawn)	5.7	6.5	2.4
C=CCOc1ccccc1CN1CCC(Oc2cc(C(=O)NC3CC3)ccc2OC)CC1	9.0	-8.1	2.3
COc1cccc(CCNC(=O)C2CCC(=O)N(C3CC3)C2)c1OC (stereo not drawn)	2.0	2.0	0.6
CN(CC(=O)Nc1ccccc1Cl)C(=O)c1cc2c(s1)CCCCC2	1.5	8.5	6.5
Cc1cc(NC(=O)NCc2ccco2)ccc1NC(=O)NCc1ccco1	5.5	0.4	2.2
SMILES	PAFAH1B3 inh	PAFAH1B2 inh	PAFAH2 inh
C[C@H](O)[C@@H]1C(=O)N2CCc3ccc(N4CCOCC4)cc3[C@@H]2C[C@@H]1N(C)C(=O)C(C)(C)C	8.6	-2.2	-7.5
O=C(C1=C(c2ccccc2)C(=O)c2ccccc2C1=O)c1ccccc1	58.2*	11.5	7.7
CC(=O)OCC1(O)CC23CCC4c5ccoc5CCC4(C)C2CCC1C3 (stereo not drawn)	8.0	5.7	-1.0
COc1cccc(NC(=O)CN(C)C(=O)c2ccc(OCC3CCCO3)cc2)c1 (stereo not drawn)	4.8	2.6	-5.8
CN(Cc1ccccc1)C(=O)COC(=O)c1ccccc1SCC(=O)N1CCCC1	4.2	5.1	-3.5
CN(C=O)c1cc([N+](=O)[O-])ccc1OCc1ccccc1	8.1	6.0	7.5
N#CC(=C(O)COC(=O)Cc1c[nH]c2ccccc12)c1nc2ccccc2[nH]1	14.6	6.9	12.3
O=C(C1CC(=O)N(c2ccc3c(c2)OCCO3)C1)N1CCN(S(=O)(=O)c2cccc(F)c2)CC1 (stereo not drawn)	7.4	4.0	15.3
CC(=O)Cn1ncc(Br)c(Br)c1=O	10.4	4.3	5.7
Cc1c(N(C)S(=O)(=O)c2ccc(Cl)c(C(=O)NCC(C)(C)N3CCOCC3)c2)c(=O)n(-c2ccccc2)n1C	6.8	6.6	-0.8
CCN1CCN(c2ccc(S(=O)(=O)N3CCOCC3)cc2NC(=O)c2ccc(OCC(C)C)cc2)CC1	16.4	9.6	4.5
O=[N+]([O-])c1cccc(/C([O-])=C(/C(=S)Nc2cccc3ccccc23)[n+]2ccccc2)c1	8.1	-0.6	3.3
O=[N+]([O-])c1cccc(C=NNc2ccccc2)c1	8.2	-2.1	4.3
CNC(=O)c1cc(S(=O)(=O)N2CC(C)OC(C)C2)ccc1N1CCOCC1 (stereo not drawn)	0.1	-0.2	-1.9
Nc1c(-c2ccccc2)cnc2cc(-c3ccccc3)nn12	10.1	-4.3	2.0
COC1OC2COC(c3ccccc3)OC2C(O)C1NC(=O)c1ccccc1 (stereo not drawn)	7.2	1.7	-5.8
Nc1ccc(NC(=O)CCN2CCOCC2)cc1	-2.9	0.7	-5.1
Cc1nn2c(-c3ccc(Cl)cc3)ccnc2c1-c1ccccc1	9.5	0.0	1.7
O=C(Nc1nnc(SCc2ccc(F)cc2)s1)c1ccccn1	-4.4	6.9	2.9
COC(=O)C=C1CCC2C3CCC4=CC(=O)C(Br)CC4(C)C3C(=O)CC12C (stereo not drawn)	7.6	5.5	-0.6
CCOC(=O)c1ccccc1NC(=O)CN1CCC(n2nnc3cc(F)ccc32)CC1	10.0	9.9	3.8
CCOC(=O)C1=C(COC(=O)c2ccc(Cl)c(S(=O)(=O)N3CCOCC3)c2)NC(=O)NC1C (stereo not drawn)	9.5	6.2	-6.4
CCOc1ccccc1NC(=O)C1CCC(=O)N1S(=O)(=O)c1ccc(C)cc1 (stereo not drawn)	9.6	-2.2	8.9
O/N=C/c1cccc[n+]1CCCCCC[n+]1ccccc1/C=N/O	7.0	13.3	4.7
CCN1C/C(=C\c2cc(OC)c(OC)c(OC)c2)C2=NN(c3ccccc3)C(c3cc(OC)c(OC)c(OC)c3)C2C1 (stereo not drawn)	0.0	1.1	-3.8

6 records picked at random from those above:
SMILES	PAFAH1B3 inh	PAFAH1B2 inh	PAFAH2 inh
CC(=O)Cn1ncc(Br)c(Br)c1=O	10.4	4.3	5.7
Cc1nn2c(-c3ccc(Cl)cc3)ccnc2c1-c1ccccc1	9.5	0.0	1.7
CCOC(=O)c1ccccc1NC(=O)CN1CCC(n2nnc3cc(F)ccc32)CC1	10.0	9.9	3.8
CCN1CCN(c2ccc(S(=O)(=O)N3CCOCC3)cc2NC(=O)c2ccc(OCC(C)C)cc2)CC1	16.4	9.6	4.5
O=[N+]([O-])c1cccc(C=NNc2ccccc2)c1	8.2	-2.1	4.3
CCOC(=O)C1=C(COC(=O)c2ccc(Cl)c(S(=O)(=O)N3CCOCC3)c2)NC(=O)NC1C (stereo not drawn)	9.5	6.2	-6.4

Next part.
SMILES	PAFAH1B3 inh	PAFAH1B2 inh	PAFAH2 inh
O=c1cc(-c2ccccc2)ss1	4.1	8.1	2.1
O=c1cc(-c2ccccc2)[nH]n1-c1ccccc1	11.7	4.2	2.7
O=c1[nH]cnc(CN2CCCCC2)c1O	3.9	-3.1	-5.2
CCOC(=O)C1=C(C)N=c2s/c(=C\c3cccc(OCC(=O)O)c3)c(=O)n2C1c1ccccc1 (stereo not drawn)	11.3	-2.9	9.3
Cc1ccc(S(=O)(=O)NCCC(=O)NCCc2ccccc2)cc1	4.4	20.3	2.9
COc1cc2ccccc2cc1C(=O)Nc1ccc(Br)cn1	7.3	5.0	-2.1
CCN1CCc2c(C#N)c(N3CCOCC3)nc(NCc3ccccc3)c2C1	13.8	7.0	3.6
CCCc1ccc2oc(C(=O)NCc3nnc(C)o3)c(C)c2c1	-2.3	-2.0	3.1
CC1=NOC(=O)/C1=C\c1ccc(-c2ccc(Cl)cc2Cl)o1	8.6	17.9	25.3
Cc1ccc(C(CC(=O)O)NC(=O)CCNC(=O)c2ccco2)cc1 (stereo not drawn)	-5.2	0.0	-5.0
COc1cccc(C=Nc2cc(C(C)C)c(O)cc2C)c1O	2.7	-3.7	1.0
Cn1ncc([N+](=O)[O-])c1C(=O)NC1CCCCCC1	-10.0	5.3	-7.6
O=C(N/N=C/c1coc2ccc(Cl)cc2c1=O)c1cc(O)cc(O)c1	-4.2	-4.4	-4.7
CCOc1ccccc1C=NN=Cc1ccccc1O	-0.2	3.9	-0.1
OC(CNC1CCCC1)COc1ccc(F)cc1 (stereo not drawn)	2.6	4.4	-6.1
Cc1ccc(CNC(=O)COC(=O)c2ccc(S(=O)(=O)N3CCCCCC3)cc2)cc1	1.1	10.6	6.1
Cc1ccc(S(=O)(=O)N(CC(=O)Nc2ccc(C)c(Cl)c2)C(=O)N2CCN(C)CC2)cc1	2.6	0.8	-1.5
O=C(O)/C=C(/c1ccccc1)C(F)(F)F	-5.9	4.4	7.0
O=C(O)c1ccc(NN=CC2=C(N3CCOCC3)/C(=C/c3ccccc3)CC2)cc1	5.6	-2.4	1.4
Cc1ccccc1-n1c(SC(C)C(=O)NCC2CCCO2)nnc1-c1ccncc1 (stereo not drawn)	-0.3	1.8	2.0
CN(C)S(=O)(=O)c1ccc(C(=O)Nc2ccc(CCC(=O)N3CCCC3)cc2)cc1	-3.7	-0.3	-9.1
COc1ccccc1-c1cccc([C@@H]2C[C@H]3[C@H](CON3C)CN2C)c1	-4.8	1.2	1.4
Fc1cccc(CN2CCSCC2)c1	8.7	4.4	4.1
OC1(c2ccc(OC(F)F)cc2)CSC(=Nc2cccnc2)N1Cc1ccco1 (stereo not drawn)	6.1	6.8	8.7
CN(C)C(=O)c1ccc(-c2nnc(OCc3nc4ccccc4n3C)c3ccccc23)cc1	-6.5	0.9	-3.9

Whole records, quoted from the list. Values in the order: PAFAH1B3 inh | PAFAH1B2 inh | PAFAH2 inh
Entry for O=C(O)c1ccc(NN=CC2=C(N3CCOCC3)/C(=C/c3ccccc3)CC2)cc1 : 5.6 | -2.4 | 1.4
Entry for COc1cc2ccccc2cc1C(=O)Nc1ccc(Br)cn1 : 7.3 | 5.0 | -2.1

Of the compounds above, these contain a tert-butyl group:
SMILES	PAFAH1B3 inh	PAFAH1B2 inh	PAFAH2 inh
CC(C)(C)OC(=O)N1CCCC(C(=O)Nc2cccc(C(=O)N3CCOCC3)c2)C1 (stereo not drawn)	0.6	0.0	0.1
C[C@H](O)[C@@H]1C(=O)N2CCc3ccc(N4CCOCC4)cc3[C@@H]2C[C@@H]1N(C)C(=O)C(C)(C)C	8.6	-2.2	-7.5

The listing continues:
SMILES	PAFAH1B3 inh	PAFAH1B2 inh	PAFAH2 inh
CC(C)CN(C(=O)Cn1c(C(F)(F)F)nc2ccccc21)c1c(N)n(Cc2ccccc2)c(=O)[nH]c1=O	11.3	4.0	-2.6
Cc1ccc2c(c1)C(c1ccccc1)N(C(=O)C(C)C)CC(=O)N2 (stereo not drawn)	5.7	5.7	12.9
Nc1n[nH]c(=S)n1/N=C1/C(=O)Nc2ccccc21	12.8	7.8	8.6
CCOc1ccccc1NC(=O)C1COc2ccccc2O1 (stereo not drawn)	5.5	4.1	-8.4
COc1ccccc1NC(=O)Nc1cc(C(C)C)ccc1C	8.4	1.1	-1.5
CN(C)c1ccc(-c2nnc(-c3cccnc3)o2)cc1	18.9	-5.6	-5.3
Cc1ccc(S(=O)(=O)Nc2c(C)n(C)n(-c3ccccc3)c2=O)cc1C(=O)NCc1ccco1	9.9	2.8	5.5
COC(C[C@@H]1O[C@@H]1[C@@H](O)[C@@H](C)OCc1ccccc1)OC	-4.7	-4.4	5.1
CC(c1ccccc1)n1c(N2CCNCC2)nc2c1c(=O)[nH]c(=O)n2C (stereo not drawn)	-5.3	-2.0	-2.6
CC(C)Oc1ccc(S(=O)(=O)N2CCOCC2)cc1NC(=O)C1=NN(c2ccccc2)C(=O)CC1	2.0	-0.9	2.9
O=C1Cc2c([nH]c3ccc(Br)cc23)-c2ccccc2N1	2.4	-3.9	15.8
CCOc1ccc(S(=O)(=O)N2CCN(C(=O)c3oc4ccccc4c3C)CC2)cc1	3.5	4.8	2.0
Cc1c(C(=O)OCC(O)=C(C#N)c2nc3ccccc3[nH]2)oc2ccc(Br)cc12	5.2	0.1	0.7
CC(C)NS(=O)(=O)c1ccc(NC(=O)C(C)OC(=O)CCC2CCCCC2)cc1 (stereo not drawn)	10.5	2.9	-2.5
COC1OC(CO)C(N(C)C(C)=O)C1O (stereo not drawn)	12.7	-0.4	-5.0
C/C(=N\NC(=O)c1ccccc1OCCOc1ccccc1)c1ccccc1F	0.7	1.0	6.1
CC(C)NC(=O)c1[nH]nc2c1CCc1ccccc1-2	-2.1	-2.0	0.8
O=C1CN(C(=O)COc2ccc(Cl)c(Cl)c2)c2ccccc2N1	-0.3	3.4	-5.7
Cc1noc(C)c1COc1ccccc1C(=O)N1CCN(S(=O)(=O)c2ccccc2Br)CC1	6.9	6.6	1.5
CC(C)CN(C(=O)c1cccs1)C1CCS(=O)(=O)C1 (stereo not drawn)	-3.1	0.0	0.8
CCN1C[C@@H]2[C@@H]3C(=O)N(Cc4ccccc4)C(=O)[C@@H]3[C@](CC)(C1=O)N2C(=O)c1ccc(F)cc1	-6.0	0.4	-1.9

Screening data deposited in PubChem by The Scripps Research Institute Molecular Screening Center.

This is a subset; count on the stated rates, not on these rows.
